Source: PubChem (several laboratories)
Mcl1-Bid inh – Mcl-1/Bid binding inhibitors, primary screen, biochemical, TR-FRET, 1536-well | TR-FRET Mcl-1/Bid-Dy647 peptide binding | inhibition, % at 21.7 µM | hit rate 0.97% among 220,000;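 active = compounds that cut the binding signal by more than half at the single screening dose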;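 also: His-tagged Mcl-1 with europium anti-His antibody binding Bid BH3 peptide; 0% = Mcl-1 plus peptide wells and 100% = peptide-only wells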
Target sequence (Q07820 whole entry, looked up): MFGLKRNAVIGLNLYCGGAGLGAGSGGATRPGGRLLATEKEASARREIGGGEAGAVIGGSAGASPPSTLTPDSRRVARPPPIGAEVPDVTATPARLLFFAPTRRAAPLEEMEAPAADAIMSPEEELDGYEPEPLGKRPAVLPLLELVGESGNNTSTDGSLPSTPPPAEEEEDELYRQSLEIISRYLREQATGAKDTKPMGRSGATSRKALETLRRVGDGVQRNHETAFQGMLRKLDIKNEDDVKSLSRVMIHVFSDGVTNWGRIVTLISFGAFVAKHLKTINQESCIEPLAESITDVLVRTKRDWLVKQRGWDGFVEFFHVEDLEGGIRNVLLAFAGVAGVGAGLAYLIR
Pf gamet viab – late stage P. falciparum gametocyte viability inhibitors, primary screen, ATP luminescence, HTS | P. falciparum stage V gametocytes, 24 h | hit rate 0.065% among 150,000 | inhibition, % at 10.9 µM;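 active = inhibition above the mean plus 3 SD of compounds within the control limits, set per campaign, cut at about 38% in these data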;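 also: 0% = DMSO wells and 100% = medium only without gametocytes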
Mcl1 Noxa PPI – Mcl-1/Noxa binding inhibitors, primary screen, biochemical, TR-FRET, 1536-well. Induced myeloid leukemia cell differentiation protein Mcl-1 (Homo sapiens), Q07820. TR-FRET Mcl-1/Noxa peptide binding, 2 h. inhibition, % at 21.7 µM. hit rate 1.5% among 220,000;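 active = compounds that cut the protein-peptide binding signal by more than 50% relative to plate controls in a single-dose test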;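 also: His-tagged Mcl-1 with rhodamine Noxa BH3 peptide and terbium anti-His antibody; 0% = Mcl-1 plus Noxa peptide wells and 100% = peptide-only wells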
Avidin bead fluor – green autofluorescence of compounds with avidin beads – biophysical, 488/530 nm, flow cytometry, artefact control, profiling panel; AID 1775, 2009; fluorescence (KMESF) at 10 µM; hit rate 0.38% among 220,000; compound fluorescence 488/530 nm; hits give high values; in the data active = fluorescence above about 47; also: inactives centre near 10
The depositor's hits bear a star. The list is partial; rates above refer to the full screens.

SMILES	Mcl1-Bid inh	Pf gamet viab	Mcl1 Noxa PPI	Avidin bead fluor
O=C(CCc1nnc(Cc2ccc3c(c2)OCO3)o1)N(CC1CCC1)CC1CCCO1 (stereo unspecified)	-23	9	7	6
O=C(N/N=C/c1ccc2nccnc2c1)c1ccccc1O	-14	14	13	7
CCOC(=O)COc1cccc2c(=O)n(CC(N)=O)ccc12	-11	19	8	5
NNC(=O)c1ccc(Cn2cccn2)o1	-12	-34	2	9
CC(C)(C)OC(=O)NC(Cc1ccccc1)C(=O)O (stereo unspecified)	60*	13	36	4
O=C(NCCNc1nccc(C(F)(F)F)n1)c1cccc(C(F)(F)F)c1	0	-8	4	3
Cc1ccc(C)c(NC(=O)CN(C)S(=O)(=O)c2cccc3cccnc23)c1	-9	-10	9	7
O=C(NCc1cccs1)c1cc(-c2ccc(O)cc2)on1	-13	18	1	7
CCNc1c(NCC)c(=O)c1=O	-16	8	-6	8
O=C(NN1C(=O)C2C(C1=O)C1C=CC2C12CC2)c1ccccc1Cl (stereo unspecified)	8	5	-2	7
CCN(CC)CCNc1ncnc2c1sc1nc(N3CCOCC3)c3c(c12)CCCC3	5	-16	40	4
CC(C)(C)S(=O)(=O)Cc1nc(-c2ccc(Cl)c(Cl)c2)cs1	-5	3	-9	6
O=C(CCCCCCCCCCC(=O)NCc1cccnc1)NCc1cccnc1	-7	3	14	4
CCNC(=O)COC(=O)c1cc(S(=O)(=O)N2CCCCC2)ccc1C	-6	10	10	4
O=c1[nH]nc(SCc2nnc(-c3ccc([N+](=O)[O-])cc3)o2)n1C1CCCCC1	15	-12	21	4

Five of the entries above in order of the Mcl1 Noxa PPI value, smallest number first.
canonical_smiles	Mcl1 Noxa PPI
O=C(NCc1cccs1)c1cc(-c2ccc(O)cc2)on1	1
Cc1ccc(C)c(NC(=O)CN(C)S(=O)(=O)c2cccc3cccnc23)c1	9
O=C(N/N=C/c1ccc2nccnc2c1)c1ccccc1O	13
O=C(CCCCCCCCCCC(=O)NCc1cccnc1)NCc1cccnc1	14
O=c1[nH]nc(SCc2nnc(-c3ccc([N+](=O)[O-])cc3)o2)n1C1CCCCC1	21

(cont.)
SMILES	Mcl1-Bid inh	Pf gamet viab	Mcl1 Noxa PPI	Avidin bead fluor
CCCCCC1CC(CC/C(C)=N/NC(N)=O)C(=O)O1 (stereo unspecified)	-14	3	0	8
Cc1ccc(N2CC(=O)Nc3c(oc4nc(-c5ccccc5)cc(C)c34)C2=O)cc1	-33	12	-12	7
O=C(O)/C=C/c1cn(-c2ccccc2)nc1-c1cccc([N+](=O)[O-])c1	-1	-5	17	5
COCCCN(Cc1ccco1)C(=O)Cn1ncc2c(=O)oc3ccc(C)cc3c21	-16	-16	11	7
COc1ccc(CCNC(=S)Nc2ccccc2)cc1	-22	-36	-3	3
CCOC(CC(=O)NNC(=O)c1c(-c2ccccc2Cl)noc1C)OCC	-8	-7	3	7
COc1ccc(-c2cc(-c3ccco3)[nH]c(=O)c2C#N)cc1OC	-7	6	15	6
COc1ccc(CCn2c(NN=C(C)C)nc3c2c(=O)[nH]c(=O)n3C)cc1	-188	-32	4	7
O=C1NC[C@@H](Cc2ccc(O)cc2)N(CCc2cccc(F)c2)C1=O	-39	18	6	7
Cn1nc(C(F)(F)F)cc1C(=O)Nc1ccc(Cl)cc1	2	-1	-8	7
CC(=O)Nc1ccc(S(=O)(=O)NC(CC(=O)O)c2ccc(C)cc2)cc1 (stereo unspecified)	-19	-16	9	9
Cc1cc(=O)n2[nH]nnc2n1	23	3	23	3
O=C(O)c1ccc(N/N=C/C(Br)=C/c2ccccc2)cc1	-54	6	45	4
COCc1cc(=O)n2[nH]c(-c3cccs3)cc2n1	-13	-7	21	7
Nc1nc(NCc2ccco2)nc(N2CCN(Cc3ccccc3)CC2)c1[N+](=O)[O-]	-53	7	15	3

Single records, as listed above. Values in the order: Mcl1-Bid inh | Pf gamet viab | Mcl1 Noxa PPI | Avidin bead fluor
Cc1ccc(C)c(NC(=O)CN(C)S(=O)(=O)c2cccc3cccnc23)c1 as listed: -9 | -10 | 9 | 7
Cc1cc(=O)n2[nH]nnc2n1 as listed: 23 | 3 | 23 | 3
O=C(CCc1nnc(Cc2ccc3c(c2)OCO3)o1)N(CC1CCC1)CC1CCCO1 (stereo unspecified) as listed: -23 | 9 | 7 | 6
O=C1NC[C@@H](Cc2ccc(O)cc2)N(CCc2cccc(F)c2)C1=O as listed: -39 | 18 | 6 | 7

Returning to the listing, repeating the two entries before the break.
SMILES	Mcl1-Bid inh	Pf gamet viab	Mcl1 Noxa PPI	Avidin bead fluor
COCc1cc(=O)n2[nH]c(-c3cccs3)cc2n1	-13	-7	21	7
Nc1nc(NCc2ccco2)nc(N2CCN(Cc3ccccc3)CC2)c1[N+](=O)[O-]	-53	7	15	3
CC1CCCC(CC(=O)O)(CC(=O)O)C1 (stereo unspecified)	-3	-6	15	7
CCOC(=O)c1c(NC(=S)Nc2ccc(OCC)cc2)sc2c1CCN(C)C2	-19	20	26	6
COC(=O)c1cc(S(=O)(=O)Nc2cc(S(=O)(=O)N(C)C)ccc2C)oc1C	5	-16	11	6
Cc1ccc(C(=O)Cn2nc(C(=O)O)c3ccccc3c2=O)cc1C	-10	-23	-13	6
O=C(NN(C(=O)c1ccccc1)c1ccccc1)c1ccccc1	-19	-15	12	4
Cc1ccccc1-c1nnc(SCC(=O)N(CC(C)C)c2c(N)n(CC(C)C)c(=O)[nH]c2=O)n1C	-31	-6	9	4
Cn1ncc(Oc2ccc([N+](=O)[O-])cc2)c(Cl)c1=O	-1	-13	-5	8
CCOC(=O)N1CCN(c2c(NCc3ccc(F)cc3)c(=O)c2=O)CC1	-12	4	4	6
COc1ccc(S(=O)(=O)N2CCOCC2)cc1NC(=O)CSc1cccc[n+]1[O-]	-55	2	1	10
CC1(C)CC(=O)C(N=Nc2cccc([N+](=O)[O-])c2)=C(O)C1	-41	-12	5	7
CN(Cc1ccccc1)C(=O)c1nc2ccccn2c1CN1CCC(N2CCOCC2)CC1	-24	12	-4	6
O=C(/C=C/c1ccc([N+](=O)[O-])cc1)c1cccs1	-1	-10	7	6
Cc1ccc(OCC(=O)O/N=C(\N)c2ccccn2)cc1C	-8	-3	-21	13
O=c1[nH]nc(-c2ccc(F)cc2)cc1Cc1ccccn1	-6	5	3	7
CCO[C@H]1OC(C(=O)NC2CC2)=C[C@@H](C2CCCCC2)[C@@H]1CCCO	-39	2	5	14
Cc1cc(=O)[nH]c(N)n1	-5	-40	3	6
CCOc1ccc2[nH]c3c(NCCc4ccc(OC)c(OC)c4)ncnc3c2c1	-49	-1	57*	8
CCOCCc1c(O)nc(SCC)[nH]c1=O	-67	-5	-19	7
Cc1noc(C)c1S(=O)(=O)N(Cc1ccccc1)C(C)C	-4	-36	15	5
COc1cccc(C(=O)C2CCCN(Cc3ccc(OC)c(Cn4cncn4)c3)C2)c1 (stereo unspecified)	-22	15	9	6
Cc1ccc(CCNC(=O)CN(C)S(=O)(=O)c2ccc3c(c2)n(C)c(=O)c(=O)n3C)cc1	-16	20	14	8
COc1ccc(C(=O)[C@H]2[C@H]3C(=O)N(c4ccc(C)cc4)C(=O)[C@H]3C3C=CC=NN32)cc1 (stereo partly specified)	-32	5	10	5
Cc1ccc(OC(C)C(=O)N(Cc2cccs2)C2CCS(=O)(=O)C2)cc1C (stereo unspecified)	-25	10	-21	3
CC(=O)c1ccc2c(c1)OCCOCCOc1ccc(C(C)=O)cc1OCCOCCO2	-1	2	22	3
O=C(NNC(=O)c1cnccc1C(F)(F)F)c1cccc(Cl)c1	0	12	2	6
O=C1CS/C(=N/N=C/c2cccs2)N1Cc1ccc(F)cc1	-3	-5	-8	4
COc1cc(C(=O)Nc2cccc(S(=O)(=O)N3CCCC3)c2)cc(OC)c1C	-35	16	7	8
O=C(O)c1[nH]c2ccc(Cl)cc2c1CCN1C(=O)c2ccccc2C1=O	0	13	16	35
O=C(Nc1nc2ccsc2c(=O)s1)c1ccco1	-22	10	17	7
Cc1nnsc1C(=O)NC(=O)Nc1ccc(F)c(Cl)c1	-1	28	9	8
CN(C)c1ccc(P(=O)(OC2CCCCC2)C(Nc2ccccc2)c2cccnc2)cc1 (stereo unspecified)	-43	4	-3	7
CCc1oc(C(=O)OC)cc1CSC(=N)N	-29	3	16	6
CCOC(=O)c1cc(-c2csc(-c3ccc(C(C)(C)C)cc3)n2)on1	-2	-22	1	8
Cc1noc(C)c1S(=O)(=O)N1CCC(C(=O)c2ccccc2)CC1	-8	-19	10	3
CC(C(Sc1ccccc1N)c1ccccc1)[N+](=O)[O-] (stereo unspecified)	-9	7	-8	7
Cc1cc(C)c(C#N)c(SCCS(=O)(=O)c2ccc(Cl)cc2)n1	-70	1	14	6
COCCNC(=O)C(=O)N/N=C(\C)CC(=O)Nc1cccc(C(F)(F)F)c1	-18	8	27	5
S=c1[nH]nc(-c2cc(-c3ccsc3)n[nH]2)n1-c1ccccc1	-30	-2	5	6
C#CCO[C@@H]1C[C@H](n2cnc3c(NC(=O)c4ccccc4)ncnc32)O[C@@H]1CO	-5	-67	11	9
Cc1ccccc1OCC(=O)OCn1nnc2ccccc2c1=O	5	-5	9	2
NS(=O)(=O)c1ccc(CNC(=O)c2ccc(S(=O)(=O)C(F)F)cc2)cc1	-30	0	-21	6
C(=N\Nc1nc2ccccc2[nH]1)/c1ccc2ncccc2c1	-42	-2	-11	7
Cc1cc(-c2nc(-c3ccc(C(C)(C)C)cc3)no2)no1	17	-8	-5	5
Cc1nc(CCNC(=O)c2cc(COc3ccc(F)cc3Cl)on2)sc1C	-11	12	-2	6
COc1cc(/C=C2/SC(=S)N(CC(=O)O)C2=O)ccc1OC(=O)c1cccs1	6	-3	21	6
CN1CCSc2ccc(C(=O)Nc3ccc(Cl)cc3)cc21	-22	6	0	8
C/C=C\C(=O)Nc1cccc(C2=NOC3(C2)C[C@@H](C(N)=O)N(C(=O)c2ccc(OC)cc2)C3)c1 (stereo partly specified)	-24	-20	-10	9
NC(=O)C1CCN(C(=S)NC2CC3C=CC2C3)CC1 (stereo unspecified)	-12	-2	-6	6
CSc1sc(C(=O)NC(=O)NCc2ccncc2)c(C)c1-c1ccon1	5	-21	3	6
COc1cc(NC(=O)C(=O)Nc2ccc3nc4n(c(=O)c3c2)CCCCC4)cc(OC)c1OC	-20	-14	-6	7
COc1cccc(Nc2nc(N)c([N+](=O)[O-])c(NCc3ccccc3)n2)c1	-2	4	-2	12
O=C(O)c1ccccc1C(=O)NCC(O)c1ccccc1 (stereo unspecified)	-5	1	9	3
CCCC(=O)N(C1CC(C)C(C#N)(C#N)C1(C#N)C#N)N(C)C (stereo unspecified)	30	16	17	11
CCOc1c(N2CC(C)OC(C)C2)c(=O)c1=O (stereo unspecified)	-5	10	-9	7
Cc1cc(C(=O)N/N=C/c2c(C)[nH]c3ccccc23)n[nH]1	-23	8	8	8
CCC(=O)Nc1cccc(C2=NOC3(C2)C[C@@H](C(N)=O)N(C(=O)C(c2ccccc2)c2ccccc2)C3)c1 (stereo partly specified)	-25	-9	10	11
COc1ccc(C(=O)O)cc1S(=O)(=O)N(C)CCc1ccccn1	-12	14	8	6
O=C(Nc1ccccc1)Oc1ccccc1N1CCOCC1	-11	1	5	7
N#CCc1nc2ccc(S(=O)(=O)N3CCOCC3)cc2s1	-59	-1	39	6
Cc1nnc(SCc2cccc3ccccc23)s1	-8	20	0	4

The list goes on.
SMILES	Mcl1-Bid inh	Pf gamet viab	Mcl1 Noxa PPI	Avidin bead fluor
COc1cc(OC)cc(C(=O)NCC(=O)OCc2cc(=O)oc3cc(OC)ccc23)c1	3	1	12	6
CC(C)CN1CCN(Cc2ccc(Oc3ncccn3)cc2)CC1CCO (stereo unspecified)	10	1	3	7
O=S1(=O)CCC(NC(=S)Nc2ccccc2)C1 (stereo unspecified)	-126	23	14	7
CCOC(=O)C1=C(N)c2ccccc2CC1C1CCCC1 (stereo unspecified)	-33	-5	-15	8
O=C(O)/C=C/c1cccnc1	-10	14	0	9
CC(=O)c1c(C)nc(Nc2nc3ccccc3s2)nc1C	-6	-21	-6	6
C/C(N)=C(/C#N)C(=O)COC(=O)CNS(=O)(=O)c1ccc2ccccc2c1	-22	7	17	7
CC(=O)/C(N=Nc1cc2c(c([N+](=O)[O-])c1C)C(C)(C)CC2(C)C)=C(\C)O	-3	14	12	6
Cn1c(N)c(C(=O)COC(=O)c2ccc(Cl)c(S(=O)(=O)N3CCCC3)c2)c(=O)n(C)c1=O	-40	-39	10	10
O=C(NCCc1csc(-c2cccnc2)n1)c1ccccc1Br	-7	-2	-20	6
COc1cc(/C=C/C(=O)O)cc(S(=O)(=O)Nc2cccc(S(=O)(=O)N3CCOCC3)c2)c1OC	-15	23	0	9
CCn1nc(C)cc1C(=O)Sc1ccc(Cl)cc1Cl	-13	12	-32	8
Cc1cc(C)c2cc(C(=O)N(C)C3CCN(C)CC3)[nH]c2c1	-8	-4	6	6
CCn1c(=O)c([N+](=O)[O-])c(NCc2ccc3c(c2)OCO3)c2ccccc21	-26	11	10	5
CCN(C(=O)CSc1nnc(-c2cccs2)n1CC)C1CCS(=O)(=O)C1 (stereo unspecified)	-58	-16	14	11
COC(=O)c1ccc(N2C(=O)CC(SCC(=O)Nc3ccc(OC)cc3)C2=O)cc1 (stereo unspecified)	-24	-17	16	8
Nc1ccccc1C(=O)NNC1=C(C(=O)C(F)(F)F)CCC1	-62	-3	-56	8
